ADAM17 inh – inhibitors of human ADAM17. P78536. recombinant ADAM17, EDANS/DABCYL FRET peptide cleavage. inhibition, % at 6.95 µM. hit rate 0.83% among 370,000;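 active means inhibition above the mean of compounds lying between control limits plus 3 SD, set per campaign, cut at about 8.5% in these data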;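 further: 0% = DMSO-only wells as the low control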
ADAM10 inh – ADAM10 inhibition, QFRET primary screen | recombinant ADAM10, EDANS/DABCYL FRET peptide cleavage, 3 h | inhibition, % at 7 µM | hit rate 0.62% among 370,000 | AID 720582;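 active means inhibition above a per-campaign cutoff equal to the mean of compounds falling between control-based bounds plus 3 SD, cut at about 20% in these data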;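 further: 0% = DMSO wells while the 100% control is not disclosed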
proKLK7 act – proKLK7 (human) activation, primary screen; P49862; purified proKLK7, EDANS-DABCYL substrate fluorescence; 100% is mature enzyme control, 0% vehicle; activation, % at 7 µM; hit rate 0.9% among 370,000;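 active means activation above the mean of all tested compounds plus 3 SD, computed per campaign excluding outliers beyond control limits, cut at about 13% in these data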
Tn6 DDE FP – inhibitors of Tn6 peptide binding to human fibrin DD(E). AID 720509. Fibrin DD(E) TRITC-Tn6 fluorescence polarization displacement. P02675. hit rate 0.21% among 370,000. inhibition, % at 8.3 µM;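 active means inhibition above a per-campaign cutoff: mean of compounds within control limits plus 3 SD, cut at about 15% in these data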;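 further: 0% = median of all compound wells on the plate and 100% = blocking peptide control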
Target sequence (P02675 whole entry, looked up): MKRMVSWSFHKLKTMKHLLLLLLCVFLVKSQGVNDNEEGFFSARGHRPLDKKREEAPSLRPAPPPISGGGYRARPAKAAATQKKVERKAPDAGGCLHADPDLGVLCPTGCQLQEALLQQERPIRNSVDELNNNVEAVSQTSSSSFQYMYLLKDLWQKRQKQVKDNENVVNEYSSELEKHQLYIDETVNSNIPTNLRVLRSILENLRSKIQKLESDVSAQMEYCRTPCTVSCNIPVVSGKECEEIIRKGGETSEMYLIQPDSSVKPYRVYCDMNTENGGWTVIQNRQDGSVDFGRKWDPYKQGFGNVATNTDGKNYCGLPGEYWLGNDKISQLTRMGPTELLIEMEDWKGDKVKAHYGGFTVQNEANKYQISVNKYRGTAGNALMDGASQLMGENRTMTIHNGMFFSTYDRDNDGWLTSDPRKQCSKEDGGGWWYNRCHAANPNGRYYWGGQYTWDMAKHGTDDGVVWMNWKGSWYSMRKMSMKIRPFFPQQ
ASAP1 inh – blocks human ASAP1-stimulated Arf1 GTP hydrolysis; hit rate 0.19% among 360,000; Q9ULH1; inhibition, % at 16.5 µM; GDP FP detection; in the data active means inhibition above about 25%;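 further: 0% = vehicle with enzyme and substrate and 100% = no enzyme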
PLCg1 inh – inhibitors of human phospholipase C gamma1; P19174; purified PLC-gamma1, fluorogenic substrate, fluorescence; inhibition, % at 12.2 µM; hit rate 0.84% among 370,000; AID 720700; in the data active means inhibition above about 9.5%
ARFGAP1 inh – inhibitors of rat ARFGAP1. AID 651572. inhibition, % at 16.5 µM. Arfgap1-stimulated ARF1 GTP hydrolysis, GDP FP detection. hit rate 0.26% among 360,000;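 active means inhibition above a per-plate limit, mean inhibition of low control wells plus 3 SD, cut at about 25% in these data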;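 further: 0% = DMSO wells with enzyme and 100% = wells lacking Arfgap1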
Target sequence (Q62848 1-136 limits assumed): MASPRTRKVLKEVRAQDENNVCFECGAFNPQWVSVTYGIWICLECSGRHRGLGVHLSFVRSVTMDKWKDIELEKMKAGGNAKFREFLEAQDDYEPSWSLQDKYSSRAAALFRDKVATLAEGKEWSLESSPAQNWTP
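System: truncated rat Arfgap1 GAP domain / Benchmarks: high control wells lacking Arfgap1, low control full reaction with DMSO / Times: compound-enzyme preincubation 20 min, reaction 120 min, detection 60 min, 25 °C / Repeats: one replicate per compound / Also added: human ARF1(Δ1-17)-GTP substrate / Measured by: Tracer-displacement fluorescence polarization with EDTA stop, 620/688 nm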
TDP2 absorb – blocks human TDP2 phosphodiesterase activity; O95551; recombinant TDP2, T5PNP hydrolysis, p-nitrophenol absorbance 415 nm; inhibition, % at 12.8 µM; hit rate 0.34% among 370,000; AID 720702;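 active means inhibition above the mean of all tested compounds plus 3 SD, set per campaign, cut at about 25% in these data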;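 further: 0% = DMSO with enzyme and 100% = buffer with substrate but no TDP2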
Target sequence (O95551 whole entry, looked up): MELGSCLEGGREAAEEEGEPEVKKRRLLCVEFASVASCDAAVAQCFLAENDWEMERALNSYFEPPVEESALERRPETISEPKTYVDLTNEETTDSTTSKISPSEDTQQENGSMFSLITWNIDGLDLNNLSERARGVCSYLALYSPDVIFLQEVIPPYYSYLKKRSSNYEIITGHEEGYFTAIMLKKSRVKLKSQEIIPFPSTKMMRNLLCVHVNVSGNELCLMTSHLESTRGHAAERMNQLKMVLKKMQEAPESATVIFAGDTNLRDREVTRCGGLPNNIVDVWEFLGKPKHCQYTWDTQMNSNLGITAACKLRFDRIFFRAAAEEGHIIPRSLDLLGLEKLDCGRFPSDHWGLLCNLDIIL
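Test system: Human TDP2 enzyme | Reagent: 5 mM T5PNP | Compound dosing: 12.8 µM single point, 1% DMSO | Incubation: Enzyme reaction with compound for 2 h at 37 °C | Technique: p-Nitrophenol epi absorbance | Read-out: % inhibition relative to enzyme-containing and enzyme-free wells | Benchmarks: High control without enzyme, low control DMSO plus TDP2 | Replicates: Singlicate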
DDE Tn7 FP inh – disrupts Tn7 cyclic peptide binding to fibrin D-Dimer-E complex; P02675; AID 720508; inhibition, % at 8.3 µM; FP displacement of FITC-Tn7 peptide from fibrin DD(E); 0% = median of compound wells per plate; hit rate 0.13% among 370,000;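 active means inhibition above the mean of compounds falling within the control limits plus 3 SD of them, cut at about 14% in these data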;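 further: 0% = plate median of compound wells and 100% = 10 µM Aha-Tn7 peptide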
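Also added: labelled Tn7 tracer, 0.1 µM; Assay system: human fibrin DD(E) protein; Amount: 2 µM fibrin DD(E); Schedule: 10 min compound pre-incubation, 3 h probe incubation at room temperature; Repeats: one replicate per compound; Read-out basis: percent inhibition; Measured by: fluorescence polarization of the labelled Tn7 tracer.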
LEDGF integ inh – blocks HIV-1 LEDGF/p75-dependent DNA integration | TR-FRET IN-LEDGF/p75 DNA integration, Eu/Cy5 | hit rate 0.64% among 370,000 | AID 743269 | inhibition, % at 3.7 µM;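 active means inhibition above the screen-wide mean plus 3 SD, cut at about 13% in these data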;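 further: signal is the Cy5 over europium emission ratio at 671 and 618 nm; 0% = plate median of compound wells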
Numbers without * were called inactive; i = inactive.

SMILES	ADAM17 inh	ADAM10 inh	proKLK7 act	Tn6 DDE FP	ASAP1 inh	PLCg1 inh	ARFGAP1 inh	TDP2 absorb	DDE Tn7 FP inh	LEDGF integ inh
CC1=C(C(=O)OC(C)C)C(c2cccs2)N2C(=O)CCSC2=N1 (configuration not stated)	-2	9	0.4	-1	-5	-2	-10	10	12	-1
CC1CCN(C(=O)CSc2nnc(Cc3cccn3C)n2-c2ccc(F)cc2)CC1	-3	-15	1.5	-3	-8	-8	-16	3	6	-3
COc1cccc(CN2CCC2(C)C(=O)Nc2cccc(Oc3ccccc3)c2)c1F (configuration not stated)	1	-4	-0.1	-6	9	-4	7	-1	-3	-4
CCCCC(=O)Nc1cccc(NC(=O)c2ccc3c(c2)OCO3)c1	0	-1	0.6	-3	3	-1	-10	5	-2	2
O=C(NCCCc1ccccc1)c1ccccc1O	-26	-72	-6.9	-6	-4	-8	-3	10	5	1
COC(=O)[C@]12CCCCC=C1N(Cc1cccc3ccccc13)C(=O)[C@H](CC(=O)NCc1cccc(C(F)(F)F)c1)C2	8	16	-0.6	3	3	6	4	-1	7	-7
CCC(C)NCCOc1ccc(C)cc1[N+](=O)[O-] (configuration not stated)	-2	6	-0.2	1	-4	2	1	9	-9	1
O=S1(=O)C[C@H](N2CCOCC2)[C@@H](COCc2ccccc2)N1	-5	-5	0.0	-3	-3	0	8	8	2	1
COC(=O)CCCn1c(C)cc(C(=O)CCl)c1C	-3	8	1.2	1	-4	-1	-15	-3	4	-3
Cc1ccc(CNC(=O)c2cc3c(s2)CN(Cc2ccccc2)C3)cc1	-12	-11	-0.6	-4	0	-12	13	-6	5	0
COc1ccccc1Cn1c(=S)[nH]c2cc(C(=O)N3CCCC(C)C3)ccc2c1=O (configuration not stated)	2	0	0.9	0	0	2	0	-8	2	0
O=c1ccc(Cc2ccccn2)n[nH]1	2	5	-0.3	-5	-7	1	5	1	5	1
COc1cccc(-c2noc(-c3ccc(Cl)nc3)n2)c1	0	-7	-0.2	-3	-6	3	-5	-7	-5	-1
COc1ccc(C(=O)CSc2cc(C)nc3nc(C)nn23)cc1OC	-2	1	-0.6	3	8	2	8	1	1	2
COc1ccc(/C(N)=N/OC(=O)c2ccc3c(c2)OCO3)cc1OC	-1	10	0.5	3	-1	4	-12	-10	-3	2
Cc1cc(OCc2cc(C(=O)N3CCCCCC3)no2)cc(C)c1Cl	1	12	0.3	2	-2	0	-18	8	8	-6
O=C1CN(C(=O)c2ccc(F)c(S(=O)(=O)N3CCOCC3)c2)c2ccccc2N1	-3	11	-0.3	-8	-8	2	-5	5	-5	4
COc1ccc(-c2nnc3ccc(SCC(=O)NCc4ccco4)nn23)cc1	-10	-5	0.7	1	9	-62	4	3	-4	8
O=c1[nH]c2ccc(N/C(=N/S(=O)(=O)c3ccccc3)c3ccccc3)cc2[nH]1	-2	1	0.3	-5	9	0	-8	2	-5	-2
COc1ccc(CCNC(=O)CSCc2ccc(Cl)cc2)cc1OC	2	1	-0.1	-2	7	6	1	-18	-9	1

Part of the list above in order of molar mass, descending:
SMILES	ADAM17 inh	ADAM10 inh	proKLK7 act	Tn6 DDE FP	ASAP1 inh	PLCg1 inh	ARFGAP1 inh	TDP2 absorb	DDE Tn7 FP inh	LEDGF integ inh
CC1CCN(C(=O)CSc2nnc(Cc3cccn3C)n2-c2ccc(F)cc2)CC1	-3	-15	1.5	-3	-8	-8	-16	3	6	-3
COc1ccccc1Cn1c(=S)[nH]c2cc(C(=O)N3CCCC(C)C3)ccc2c1=O (configuration not stated)	2	0	0.9	0	0	2	0	-8	2	0
Cc1ccc(CNC(=O)c2cc3c(s2)CN(Cc2ccccc2)C3)cc1	-12	-11	-0.6	-4	0	-12	13	-6	5	0
CCCCC(=O)Nc1cccc(NC(=O)c2ccc3c(c2)OCO3)c1	0	-1	0.6	-3	3	-1	-10	5	-2	2
O=c1ccc(Cc2ccccn2)n[nH]1	2	5	-0.3	-5	-7	1	5	1	5	1

The list continues:
SMILES	ADAM17 inh	ADAM10 inh	proKLK7 act	Tn6 DDE FP	ASAP1 inh	PLCg1 inh	ARFGAP1 inh	TDP2 absorb	DDE Tn7 FP inh	LEDGF integ inh
CCCc1cc(=O)n2c(nc3ccccc32)[nH]1	-67	-212	-55	5	-3	-58	5	7	-2	-1
Cc1ccc(S(=O)(=O)N2CCN(C(=O)CSc3n[nH]c(N)n3)CC2)c(C)c1	-2	-3	-0.3	-4	-3	3	-13	1	2	-3
CN(C(=O)CN(C)S(=O)(=O)c1ccc(F)cc1)c1c(N)n(Cc2ccccc2)c(=O)[nH]c1=O	4	-7	-0.1	-4	-7	2	15	-12	2	2
COc1cc(NC(=O)c2cc3ccccc3cc2O)c(OC)cc1Cl	-38	-67	-207	-6	7	i	10	1	1	-2
COc1ccc(NC(=O)CSc2ccc(F)cc2)cc1S(=O)(=O)N1CCCCC1	2	2	-0.5	-3	4	1	20	1	-11	4
CCc1cccc(NC(=O)CNC(=O)N2CC(=O)Nc3ccccc32)c1	-1	-3	0.2	2	3	-1	-1	-6	-1	1
CC(C)CCNc1nc(N)c([N+](=O)[O-])c(NCCO)n1	-1	-4	0.0	-2	0	6	0	-9	-7	1
CC1(C)CC2CC(C)(CN2C(=O)C23CCC(C)(C(=O)C2)C3(C)C)C1 (configuration not stated)	1	2	0.5	-4	7	0	4	-9	-5	0
Cc1[nH]ccc(=O)c1OC1OC(CO)C(O)C(O)C1O (configuration not stated)	-3	-2	-0.4	-3	-13	4	13	-1	-2	1
C[C@@H]1CN([C@H](C)CO)S(=O)(=O)c2ccc(Br)cc2O[C@H]1CN(C)C(=O)Nc1ccccc1	-1	-1	0.3	3	-10	1	2	-3	-7	-2

Entries of single compounds, quoted from the list. Order of screens: ADAM17 inh	ADAM10 inh	proKLK7 act	Tn6 DDE FP	ASAP1 inh	PLCg1 inh	ARFGAP1 inh	TDP2 absorb	DDE Tn7 FP inh	LEDGF integ inh
CC1(C)CC2CC(C)(CN2C(=O)C23CCC(C)(C(=O)C2)C3(C)C)C1 (configuration not stated) is listed with 1	2	0.5	-4	7	0	4	-9	-5	0
COc1ccc(NC(=O)CSc2ccc(F)cc2)cc1S(=O)(=O)N1CCCCC1 is listed with 2	2	-0.5	-3	4	1	20	1	-11	4

(more compounds)
SMILES	ADAM17 inh	ADAM10 inh	proKLK7 act	Tn6 DDE FP	ASAP1 inh	PLCg1 inh	ARFGAP1 inh	TDP2 absorb	DDE Tn7 FP inh	LEDGF integ inh
CCCCCCNC(=O)C(=O)NCCc1ccc(Cl)cc1	-1	-7	-0.5	4	5	2	-8	5	0	-2
CCn1c(=O)c(C(=O)NCCc2ccc(OC)c(OC)c2)c(O)c2ccccc21	3	5	-1.1	-2	-8	1	10	1	-8	0
CSCCC(C(=O)NC1CCCC1)n1c(-c2ccccn2)nc2ccccc21 (configuration not stated)	0	-4	-0.2	-1	8	-4	-4	1	3	-7
CCOC(=O)N1CCN(C2CC(=O)N(c3ccc(F)cc3)C2=O)CC1 (configuration not stated)	-4	-2	0.6	1	7	-1	1	3	-8	-2
Cc1[nH]n(-c2ccccc2)c(=O)c1C(C[N+](=O)[O-])c1ccc(F)cc1 (configuration not stated)	2	-1	0.2	8	5	1	-1	38*	3	3
COc1ccc(NC(=O)/C(C#N)=C\c2ccc(-c3cccc(C(=O)O)c3C)o2)cc1	2	3	0.4	-1	6	0	7	-25	0	-6
COc1ccc(-n2c(=O)[nH]c3cc(C(=O)NCCc4ccc(OC)c(OC)c4)ccc3c2=O)c(OC)c1	-6	-8	-0.7	-1	1	0	8	11	3	-4
CCOc1ccc(-c2nc(C#N)c(N3CCN(C)CC3)o2)cc1	-94	-287	-0.7	0	-7	-17	20	9	3	0
Cc1cc(=O)oc2cc(O)cc(O)c12	i	i	66*	3	-2	i	-4	2	2	1
O=C(NCc1nnc(SCC(=O)N2CCOCC2)o1)c1c(F)cccc1Cl	-5	-2	-0.3	-1	18	0	-3	-12	1	1
Cc1cc(C)cc(OCC(=O)Nc2ccncc2)c1	-5	-3	0.1	4	-5	2	0	3	0	0
CN(C)Cc1csc(NC(=O)Nc2ccccc2Oc2ccccc2)n1	2	1	0.4	1	7	4	0	2	-3	9
Cc1cnc(NC(=O)C2(c3ccccc3)CC2)s1	-2	-4	-0.3	3	-2	-1	-2	6	6	0
Cc1ccc(OCC(=O)N(Cc2cccs2)C2CCS(=O)(=O)C2)cc1 (configuration not stated)	-6	-8	-0.2	1	-11	0	14	-4	4	-3
COc1ccccc1N(CC(=O)Nc1ccc(C(F)(F)F)cc1)S(C)(=O)=O	1	8	-0.2	4	-10	3	-7	-4	-7	9
CCCn1c(SCC(=O)NCc2ccc(C)cc2)n[nH]c1=O	-3	-4	0.1	5	-9	3	-11	-13	0	-9
O=C(COc1ccc2ccc(=O)oc2c1)OCc1ccccc1	-27	-93	4.0	-2	2	-6	1	-1	-2	1
O=C(Cc1csc(NC(=O)Nc2cccc(Cl)c2)n1)NCc1cccnc1	4	-1	0.4	-5	-3	3	11	-8	-8	2
Cc1cccc(N(CC(=O)NC2CCCC2)C(=O)CCC(=O)Nc2nc(C)cs2)c1	-2	5	-0.2	7	-5	-1	-17	-4	2	0
CCOc1ccccc1-c1ccc(C(=O)NCc2ccccc2)o1	-268	i	-8.5	-12	2	-102	11	11	0	8
Cc1cccc(C)c1NC(=O)C(C)Sc1n[nH]c(-c2ccncc2)n1 (configuration not stated)	-2	0	-0.4	-1	3	0	14	6	1	-3
Cc1cc(NC(=O)CCS(=O)(=O)c2nc(-c3ccccc3)cc(C(F)(F)F)n2)no1	-5	-4	0.5	-4	11	3	4	-4	-7	4
CN1CCN(C(=O)c2cc3sccc3n2CC(=O)c2ccccc2)CC1	-3	-7	-0.3	-4	11	0	6	-4	-5	-4
Cc1cc(Nc2ccccc2)c2c([N+](=O)[O-])ccc(C)c2n1	-1	-1	0.3	1	-5	-1	6	6	5	-1

Single values from above:
`CN1CCN(C(=O)c2cc3sccc3n2CC(=O)c2ccccc2)CC1` in ADAM17 inh shows -3
`Cc1cc(Nc2ccccc2)c2c([N+](=O)[O-])ccc(C)c2n1` in ASAP1 inh shows -5
`Cc1cccc(C)c1NC(=O)C(C)Sc1n[nH]c(-c2ccncc2)n1` (configuration not stated) in Tn6 DDE FP shows -1

From PubChem

Random draw from the library, and some 4.2% of all compounds hit somewhere here.
